Screening results from PubChem BioAssay.
PGC1a acetyl inh = modulators of PGC1a acetylation; U2OS PGC1a acetylation, AlphaScreen anti-acetyl-lysine; with virally co-expressed GCN5 acetyltransferase; inhibition, % at 15.6 µM; AID 651687; 350,000 tested, 0.17% active;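 active means every replicate shows inhibition of at least 40%; inconclusive means mean inhibition at least 40% but some replicate below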;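 further: 0% = neutral control wells and 100% = positive control wells; some results beyond the cut were filed as inactive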
PglD inh = inhibitors of Campylobacter jejuni PglD acetyltransferase; 360,000 tested, 0.098% active; purified PglD enzyme, DTNB colorimetric CoA detection; inhibition, % at 12.5 µM; in the data active means inhibition above about 16%, passing the limit was not always enough; inconclusive means no clear call, values can overlap the other calls; further: strong numbers were not always called active
* hit, by the source's call; ? = inconclusive.

Results follow in this order: PGC1a acetyl inh, PglD inh
1: COc1ccc(/C(O)=C2/C(=O)C(=O)N(CCN3CCOCC3)C2c2ccccn2)cc1OC (configuration not stated)
  1, -1
2: Cc1ccccc1NC(=O)c1cc(S(=O)(=O)N2CCOCC2)cs1
  8, -4
3: CC(C(=O)Nc1ncn[nH]1)N1C(=O)c2ccccc2C1=O (configuration not stated)
  -10, 0
4: CC(C)C(c1nnnn1C1CCCC1)N1CCN(c2ccccc2F)CC1 (configuration not stated)
  -12, -2
5: COc1ncnc(OC)c1NC(=O)c1ccc(F)cc1
  8, -1
6: Cc1nc(N2CCN(C)CC2)c2c(C)c(C(=O)Nc3ccc(F)cc3)sc2n1
  -2, -2
7: C=C1CSc2nc(=O)c3c4c(sc3n21)CCCC4
  -6, 5
8: CCCc1cc(=O)[nH]c(SCC(=O)NC)n1
  1, -4
9: CC(=O)c1cc(-c2ccccc2)n(CC(=O)NC2CCCC2)c1C
  8, -9
10: O=S(=O)(CCc1ccccc1)/N=C/c1cccs1
  1, 6

In the list so far, these contain a thiophene ring, fused or not.
Results follow in this order: PGC1a acetyl inh, PglD inh
2: Cc1ccccc1NC(=O)c1cc(S(=O)(=O)N2CCOCC2)cs1
  8, -4
6: Cc1nc(N2CCN(C)CC2)c2c(C)c(C(=O)Nc3ccc(F)cc3)sc2n1
  -2, -2
7: C=C1CSc2nc(=O)c3c4c(sc3n21)CCCC4
  -6, 5
10: O=S(=O)(CCc1ccccc1)/N=C/c1cccs1
  1, 6

Remaining list, next part:
Results follow in this order: PGC1a acetyl inh, PglD inh
11: Cc1ccccc1NC1C=CS(=O)(=O)C1 (configuration not stated)
  8, 17
12: COC(=O)C(NC(=O)c1ccccc1)(Nc1nccs1)C(F)(F)F (configuration not stated)
  -10, -4
13: CN(CCOC(=O)c1ccco1)Cc1ccccc1
  8, -5
14: Cc1ccccc1N1CCN(C(=O)C2CCCCC2)CC1
  6, 4
15: COc1ccc(NC(C)=O)cc1NC(=O)CN1CCN(c2ccccn2)CC1
  11, 12
16: Cc1ccc(Nc2nc(N)nc(CSc3nccn3C)n2)cc1
  0, 0
17: CC(C)CC(=O)Nc1cccc(-c2cn3ccsc3n2)c1
  5, 0
18: Cc1ccc2nc(SCC(=O)Nc3ccccc3N3CCOCC3)c(C#N)cc2c1
  -2, 0
19: O=C(Nc1ccc(O)cc1C(=O)O)c1cccc(Br)c1
  7, -4
20: O=S(=O)(c1ccc(N2CCN(CCO)CC2)nc1)N1CCCCC1
  -4, -4

Structures shown so far with two or more sulfur atoms:
Results follow in this order: PGC1a acetyl inh, PglD inh
2: Cc1ccccc1NC(=O)c1cc(S(=O)(=O)N2CCOCC2)cs1
  8, -4
7: C=C1CSc2nc(=O)c3c4c(sc3n21)CCCC4
  -6, 5
10: O=S(=O)(CCc1ccccc1)/N=C/c1cccs1
  1, 6

Going on with the list.
Results follow in this order: PGC1a acetyl inh, PglD inh
21: CCOC(=O)N1CCN(CC(O)COc2ccccc2C(C)C)CC1 (configuration not stated)
  5, -12
22: COc1ccc2c(c1)Cc1sc(NC(=O)c3ccco3)nc1-2
  -1, -3
23: COCCN(C(=O)Cc1cccs1)C(C(=O)NCc1ccc(OC)cc1)c1ccccc1 (configuration not stated)
  18, 3
24: O=C(CSc1nnc(-c2ccco2)o1)NC(=O)Cc1ccccc1
  63, 0
25: COc1ccc2c(c1OC)C(=O)OC2CC(=O)c1ccc(N(C)C)cc1 (configuration not stated)
  -6, 0
26: COc1ccc(S(=O)(=O)NC(C)C(=O)Nc2cccc(C(C)=O)c2)cc1 (configuration not stated)
  -3, 15
27: Cc1cc(C)c(C(=O)COc2cccnc2[N+](=O)[O-])cc1C
  8, 2
28: Cc1nnc(Sc2nc3ccccc3o2)c2ccccc12
  -5, 0
29: Cc1ccc(C(=O)NC(=S)Nc2ccc(-c3cc4ccccc4oc3=O)cc2)c(C)c1
  -5, -8
30: CCCCn1c(NCc2ccccn2)nc2ccccc21
  -19, 3
31: S=C1SCN(CCN2CCOCC2)CN1Cc1ccccc1
  6, 6
32: CC1=CCC(C(=O)O)(C(=O)N/N=C/c2cccs2)C(c2ccc([N+](=O)[O-])cc2)C1 (configuration not stated)
  -27, 4
33: CC(C)Oc1cccc(C(=O)Nc2ccc(NC(=O)c3ccco3)cc2)c1
  -21, -1
34: CC1CCN(Cc2ccc(-c3nn[nH]n3)cc2)CC1
  4, -4
35: CCCC(C)n1[nH]c(=O)c2c(C)cc(C)nc21 (configuration not stated)
  -2, -5
36: C/C(=N\O)C(C)/[N+]([O-])=C/c1nc(C)c(C)n1O (configuration not stated)
  -1, 3
37: O=C(Nc1ccccc1)Nc1cc(Cl)cc(Cl)c1
  ?, -4
38: Cc1ccc2c(c1)[nH]c1c(=O)n(CCCN3CCOCC3)cnc12
  -12, -5
39: Cc1ccc(C(C(=O)NCc2ccco2)N(C(=O)CNC(=O)c2cccs2)c2ccc(C)cc2)cc1 (configuration not stated)
  6, 7
40: CC(=O)c1ccc(OCC(O)CN2CC(C)OC(C)C2)cc1 (configuration not stated)
  5, 4
41: O=C(CCS(=O)(=O)Cc1ccccc1F)NCCCN1CCCCC1
  23, -2
42: CC(=O)NCC(=O)NC1(C(=O)NC2CCCC2)CCCCC1
  -11, -1
43: CCOC(=O)C1=C(C)N(C)C(=O)NC1c1ccccc1OC (configuration not stated)
  3, 2
44: COC(=O)c1nn(-c2ccccc2)c(Cl)c1/C=N/OCc1ccc(C)cc1
  5, -1
45: c1ccc(-c2nc(CSc3nnnn3-c3ccccc3)cs2)cc1
  -32, -5
46: CCn1c(N2CCN(C(=O)Nc3ccc(F)cc3)CC2)nc2ccccc21
  4, -4
47: c1ccc(CNc2nc(NCc3ccccc3)c3ccccc3n2)cc1
  -8, 7
48: CCCCC(c1nnnn1C1CCCC1)N1CCN(C(=O)c2ccco2)CC1 (configuration not stated)
  -1, -3
49: O=C(N/N=C/c1cn(-c2ccccc2)nc1-c1cccs1)c1ccccc1F
  8, 6
50: CC(C)CSc1nnc2[nH]c(=O)cc(N)n12
  -1, 6
51: CCCOc1ccc(N2C(=O)CC(NCCNc3ccc(S(=O)(=O)CC)cc3)C2=O)cc1 (configuration not stated)
  8, 2
52: COc1ccc(NC(=O)CSc2ccc3c(c2)OCCO3)cc1OC
  -1, -5
53: O=C(O)C1C2CCC(O2)C1C(=O)NCc1ccncc1 (configuration not stated)
  4, -2
54: CCC(=O)N1CCCc2cc(S(=O)(=O)N3CCCc4ccccc43)ccc21
  -39, 0
55: Cc1ccccc1-c1nnn(CC(=O)N2CCN(S(=O)(=O)c3ccc(Cl)cc3)CC2)n1
  -7, 1
56: COC(=O)/C=C1\NCCSC1=O
  -4, 2
57: Nc1c2c(nc3ccccc13)N(c1ccccc1)CC2
  -27, -5
58: Nc1nc(-c2ccccc2)cs1
  0, 3
59: COc1ccc(N2CCN(C(CNC(=O)c3ccc4c(c3)OCO4)c3cccnc3)CC2)cc1 (configuration not stated)
  6, -6
60: CCCCCNC(=O)C(C#N)c1nc2ccccc2nc1N1CCCC1 (configuration not stated)
  -2, 10

Down the list, quoted from above.
PGC1a acetyl inh, entries 34 to 43 → 4, -2, -1, ?, -12, 6, 5, 23, -11, 3
PglD inh, entries 34 to 43 → -4, -5, 3, -4, -5, 7, 4, -2, -1, 2

More structures follow:
Results follow in this order: PGC1a acetyl inh, PglD inh
61: S=C(NCCSCc1ccc(Cl)c(Cl)c1)Nc1ccccc1
  1, -12
62: COc1ccccc1Cn1c(CCCO)nc2ccccc21
  -9, 11
63: COc1cccc(C2/C(=C(\O)c3ccc4c(c3)OCO4)C(=O)C(=O)N2CCN(C)C)c1OC (configuration not stated)
  9, 3
64: FC(F)(F)C1=CC(c2ccccc2)=NCCN1
  4, 0
65: Cc1cc(NC(=O)c2ccc(S(=O)(=O)N3CCCC3)cc2)nc2c1c(=O)oc1ccccc12
  -14, -5
66: COc1cccc(C(C#N)N2CCCCC2)c1O (configuration not stated)
  1, -2
67: O=C1CN=C(Nc2ccccc2)N1Cc1cccs1
  7, 0
68: CCn1c(CCNC(=O)c2ccc(Cl)cc2)n[nH]c1=S
  36, 0
69: Cc1cnc(C(=O)OCC(=O)N(C(C)C)C(C)C)cn1
  0, -7
70: CCCCC(=O)OCc1cn(-c2ccc(Cl)cc2)nn1
  5, -1
71: COc1cccc(/C=C2/Oc3ccccc3N(CC(=O)NCC3CCCO3)C2=O)c1 (configuration not stated)
  -8, -1
72: COc1ccc(Cn2c(C3CC3)nc3ccc(NC(C)=O)cc3c2=O)cc1
  11, -1
73: O=C(O)CCCC(=O)Nc1ccc(Br)cc1
  -4, -4
74: CCOC(=O)c1ccc(CSc2nnc(C)n2N)o1
  0, -4
75: COc1ccc(CNc2nc(NCc3ccc(OC)cc3)n(S(C)(=O)=O)n2)cc1
  2, 1
76: CCOC(=O)C1CCCN(C(=O)Nc2cccc(Cl)c2)C1 (configuration not stated)
  -6, -4
77: COc1ccc(-c2nnc(NC(=O)c3ccc(S(=O)(=O)N4CCc5ccccc5C4)cc3)o2)cc1
  -11, -2
78: CC(C)Oc1ccc(C(=O)NC2CCCCC2)cc1
  2, -4
79: CN(Cc1ccccc1)C(=O)Nc1ccccc1
  -5, 4
80: O=C1CC(C2CCCO2)C(=O)N1c1ccccc1 (configuration not stated)
  -2, 11

Single records, from the list above. Screens in order: PGC1a acetyl inh | PglD inh
Record of COc1ccc(NC(=O)CSc2ccc3c(c2)OCCO3)cc1OC : -1 | -5
Record of COc1cccc(C(C#N)N2CCCCC2)c1O (configuration not stated) : 1 | -2
Record of COc1ccc(/C(O)=C2/C(=O)C(=O)N(CCN3CCOCC3)C2c2ccccn2)cc1OC (configuration not stated) : 1 | -1
Record of FC(F)(F)C1=CC(c2ccccc2)=NCCN1 : 4 | 0

Carrying on.
Results follow in this order: PGC1a acetyl inh, PglD inh
81: Nc1nnc(-c2ccccc2Cl)s1
  -9, 3
82: Cc1ccc(NC(=O)NNC(=O)Cn2nc(-c3ccccc3)c(-c3ccccc3)c(C#N)c2=O)cc1
  6, -1
83: O=C(O)CN1C(=O)Nc2ccc(Br)cc2C1c1ccccc1 (configuration not stated)
  11, 4
84: CCOC(=O)C(Sc1n[nH]c(N)n1)c1ccccc1 (configuration not stated)
  2, 2
85: CCOC(=O)c1c(C)c(C(=O)NCc2cccnc2)c(C)n1C
  2, -6
86: Cc1ccc(C(C(=O)NC2CCCCC2)N(CC2CCCO2)C(=O)CNC(=O)c2cccs2)cc1 (configuration not stated)
  1, -1
87: CCCCn1c(SCc2ccc(Cl)cc2)nc2c1c(=O)[nH]c(=O)n2C
  0, 0
88: CC(CC(=O)N1CCc2ccccc21)c1ccccc1 (configuration not stated)
  -4, 6
89: Cc1nn(Cc2n[nH]c(=S)n2Cc2ccccc2)c(C)c1Cl
  -19, 0
90: CS(=O)(=O)N(CC(=O)NCCC1=CCCCC1)C1CCCCC1
  0, 3
91: Cc1cccc(Nc2ccccc2)c1
  6, -2
92: CCc1nc2ccccc2c(C(=O)OCC(=O)Nc2cccc(S(=O)(=O)N3CCOCC3)c2)c1C
  -25, -5
93: CC[C@@H](C)[C@@H]1CN([C@@H](CN2CCC[C@H]2CN2C(N)=NC[C@H]2C(C)C)C(C)C)C(=N)N1CCc1ccc(Cl)c(Cl)c1
  -2, -2
94: COc1ccc(C2C(C(=O)OCC(=O)Nc3ccc(C)cc3)CCC(=O)N2c2ccc(OC)cc2)cc1 (configuration not stated)
  -2, 8
95: Cc1ccc(CNC(=O)CCNS(=O)(=O)c2ccc3c(c2)c(=O)n(C)c(=O)n3C)cc1
  4, -2
96: COC(=O)C1=C(C)Nc2c(c(=O)n(C)c(=O)n2C)C1c1cccs1 (configuration not stated)
  13, 4
97: CCC(=O)N(Cc1cc(=O)[nH]c2ccccc12)C1CCCCC1
  10, -1
98: CC1Cc2ccccc2N1C(=O)CN1CCC(n2nnc3cc(C(F)(F)F)ccc32)CC1 (configuration not stated)
  2, 0
99: CCOc1ccc(N2C(=O)CC(SC(=NC)Nc3cccc(F)c3)C2=O)cc1 (configuration not stated)
  -29, -5
100: CCOc1ccc(CNc2nc3ccccc3n2CCN2CCOCC2)cc1
  5, 2
101: O=C(NCC1CCCO1)c1cc2c([nH]c3ccccc32)c(-c2cccc(Cl)c2)n1 (configuration not stated)
  -57, 5
102: Cc1c(C#N)c2ncn(CCCN(C)C)c(=O)c2n1-c1ccccc1
  15, -8
103: CCN(CC)C(=O)c1cncc(C(=O)N(CC)CC)c1-c1ccccc1
  0, -2
104: O=C(CSc1ccc(Cl)cc1)N1CCC(c2nc3ccccc3s2)CC1
  -7, 1
105: CCOC(=O)CN(C(=O)CNC(=O)c1ccco1)C(C(=O)NC1CCCCC1)c1cccc(OC)c1 (configuration not stated)
  36, 0
106: O=C1CC(c2ccccc2)NC(=O)N1 (configuration not stated)
  6, -3
107: O=C1Nc2ccccc2C12OCCCO2
  -2, -6
108: CCCCC(=O)Nc1nnc(/C=C/c2ccc(OC)cc2)s1
  7, 6
109: CC1CCc2c(sc3nc(SCC(=O)NCc4ccco4)nc(N)c23)C1 (configuration not stated)
  -10, 15
110: CCSc1nnc2n(-c3ccc(OC)cc3)c(=O)c3c4c(sc3n12)CCCC4
  -5, 2

Not all compounds are listed; the hit share may differ from the screen's.
